# Screening results: PubChem, National Center for Advancing Translational Sciences (NCATS)
# SMN2 splice enh: enhancers of SMN2 splice variant expression; HEK293 SMN2-luciferase splicing reporter, luminescence, 30-36 h; Potency, µM (top dose mostly 46.1 µM), inactives show at the highest dose activity change, positive = activation, usual class: activators; hit rate 2.8% among 210,000; AID 1458; further: % of control where 0% means no effect; nearly all actives have a fitted effect of over 55% in size
#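 HEK293 cells carry an SMN2 […]–luciferase reporter in which exon 7 inclusion puts luciferase in frame. Cells were plated 10-12 h before compound addition, then incubated 30-36 h at 37C. ONE-Glo luminescence was read; sodium butyrate at 4.5 mM final served as control.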
# KDM4E inh: inhibitors of human JMJD2E histone demethylase. Potency, µM (top dose mostly 57.1 µM), without a hit: top-dose activity change, negative = inhibition, most hits filed as inhibitors. B2RXH2. JMJD2E catalytic domain, FDH-coupled NADH fluorescence (FDH is formaldehyde dehydrogenase). hit rate 1.6% among 230,000; active means well fitted inhibition curve with a large enough effect, not every such curve was filed as active; inconclusive means small, poorly fitted or top-dose-only effect, or another doubt; inactive means no such curve, though single readings can be large or run the other way;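 further: 0% = wells with enzyme and -100% = buffer wells without enzyme; nearly all actives have a fitted effect of over 50% in size; many of its hits are not listed in these tables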
# TRb-SRC2 inh: TRbeta-SRC2 interaction inhibition; Potency, µM (doses to about 106 µM), for the others: at the top dose activity change, negative = inhibition, most hits filed as inhibitors; hit rate 0.065% among 280,000; P10828; TRbeta-SRC2 peptide binding, fluorescence polarization; receptor liganded with 1 µM T3;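 further: plate controls were bound peptide for no effect and peptide without receptor for full effect; nearly all actives have a fitted effect of over 50% in size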
# Target sequence (P10828 whole entry, looked up): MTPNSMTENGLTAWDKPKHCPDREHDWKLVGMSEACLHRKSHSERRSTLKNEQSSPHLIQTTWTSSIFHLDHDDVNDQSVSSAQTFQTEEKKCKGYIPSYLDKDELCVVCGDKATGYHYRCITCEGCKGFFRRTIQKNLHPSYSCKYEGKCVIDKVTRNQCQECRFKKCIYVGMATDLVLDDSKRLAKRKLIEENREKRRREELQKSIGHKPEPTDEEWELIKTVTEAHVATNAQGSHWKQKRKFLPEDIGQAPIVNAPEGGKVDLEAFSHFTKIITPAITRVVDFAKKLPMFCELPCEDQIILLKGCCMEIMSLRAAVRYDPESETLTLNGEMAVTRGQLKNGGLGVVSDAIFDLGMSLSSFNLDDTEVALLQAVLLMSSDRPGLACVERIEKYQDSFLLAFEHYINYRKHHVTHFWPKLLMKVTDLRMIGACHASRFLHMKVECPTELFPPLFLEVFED
#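 Assay buffer: 20 mM Tris-HCl, 100 mM NaCl, 10% glycerol, 1 mM EDTA, 0.01% NP-40, 1 mM DTT, 1 uM T3, 5% DMSO; TRb LBD 0.6 uM, Texas Red SRC2 20 nM; FP after 5 hr.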
# TR SRC2 fluor cs: alters Texas Red total fluorescence, flagging assay interference; TRb/SRC2 Texas Red total fluorescence interference; hit rate 0.29% among 280,000; Potency, µM (series often up to 106 µM), inactives show top-dose fluorescence change, negative = quenching; active means well fitted curve in either direction with a large enough effect; inconclusive means small, poorly fitted or top-dose-only effect; further: on the % scale 0 is the no-effect control and ±100 the full control effect
#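 Flags fluorescent or light-absorbing compounds by total fluorescence, S + 2P, at 555 nm excitation and 632 nm emission. Mixture: 20 nM Texas Red SRC2 peptide, 0.6 uM human TRb LBD, 1 uM T3, 5% DMSO; compound exposure 5 h at ambient temperature.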
# RECQ1 helicase: inhibitors of human RECQ1 DNA helicase; Potency, µM (doses to about 57.3 µM), for inactives: top-dose activity, negative = inhibition, most hits filed as inhibitors; RECQ1 DNA unwinding, red fluorescence kinetic read; hit rate 0.54% among 240,000;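 further: plate controls were vehicle for no effect and no enzyme for full effect; nearly all actives have a fitted effect of over 30% in size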
#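 50 nM RECQ1T1 preincubated 15 min with compound in Tris pH 8.0 buffer with MgCl2, DTT, Tween-20 and 2.5 ug/ml poly(dI-dC); started with 200 nM TAMRA/BHQ-2 forked duplex and 2 mM ATP. Unwinding read as fluorescence (525/598 nm), two reads 2 h apart.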
# LMNA splice mod: LMNA splicing modulation; HeLa LMNA splicing GFP/RFP minigene ratio, 48 h; Potency, µM (doses to about 46.1 µM), inactives show at the top dose ratio change, negative = inhibition, most hits filed as inhibitors; hit rate 0.01% among 200,000; active means well fitted inhibition curve with a large enough effect in the signal ratio, with a control signal flat, not every such curve was filed as active; inconclusive means small, poorly fitted or top-dose-only effect, or effect the other way, or a change in a side signal; the % refers to the signal ratio; further: on the % scale 0 is the no-effect control and ±100 the full control effect
#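 S3 HeLa stable clones carrying a lamin A-EGFP splicing minigene plus DsRed2 were seeded at 600 cells/well in Opti-MEM with 2% FBS, pin-dosed and incubated 48 h at 37°C. Acumen cytometry (488 nm) gave the GFP/RFP total-intensity ratio.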
# ALDH1A1 inh: ALDH1A1 (human) enzyme inhibition | Potency, µM (series often up to 75.3 µM), inactives show at the highest dose activity, negative = inhibition, usual class: inhibitors | P00352 | hit rate 7.3% among 220,000 | Purified ALDH1A1, NADH fluorescence, propionaldehyde substrate | AID 1030; active means well fitted inhibition curve with a large enough effect, not every such curve was filed as active; inconclusive means small, poorly fitted or top-dose-only effect, or another doubt; inactive means no such curve, though single readings can be large or run the other way;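 further: plate controls were no enzyme wells and a reference inhibitor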
# Target sequence (P00352 whole entry, looked up): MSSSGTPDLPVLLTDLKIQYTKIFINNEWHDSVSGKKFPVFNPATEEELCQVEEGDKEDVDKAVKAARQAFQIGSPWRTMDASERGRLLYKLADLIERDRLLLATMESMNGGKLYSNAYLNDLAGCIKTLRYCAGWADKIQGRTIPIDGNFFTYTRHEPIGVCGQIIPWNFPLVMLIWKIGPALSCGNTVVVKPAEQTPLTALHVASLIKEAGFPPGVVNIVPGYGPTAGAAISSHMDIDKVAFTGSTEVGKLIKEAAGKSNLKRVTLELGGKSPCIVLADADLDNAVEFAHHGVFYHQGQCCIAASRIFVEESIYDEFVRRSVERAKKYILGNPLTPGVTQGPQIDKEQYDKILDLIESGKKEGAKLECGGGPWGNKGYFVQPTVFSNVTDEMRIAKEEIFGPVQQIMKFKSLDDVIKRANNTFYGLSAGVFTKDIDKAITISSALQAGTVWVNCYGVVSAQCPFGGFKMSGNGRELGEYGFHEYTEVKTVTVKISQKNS
# GoLoco inh red: RGS12 GoLoco-Gai1 interaction inhibition | P63096 | hit rate 0.44% among 230,000 | Gai1:RGS12 GoLoco peptide FP, rhodamine, 10 min | Potency, µM (doses to about 61.6 µM), without a hit: top-dose activity, negative = inhibition, most hits filed as inhibitors; active means well fitted inhibition curve with a large enough effect, not every such curve was filed as active; inactive means no such curve, though single readings can be large or run the other way; further: on the % scale 0 is the no-effect control and ±100 the full control effect; nearly all actives have a fitted effect of over 30% in size; many of its hits are not listed in these tables
# * hit, by the source's call; i = inactive; u = inconclusive; x = no result given; & = joins results of further samples; [ ] = another dose, or the depositor's remark. Unless noted, the call rests on the fitted dose curve; in most records, active means well fitted curve in the direction sought with a large enough effect; inconclusive means small, poorly fitted or top-dose-only effect, or another doubt; inactive means no such curve, though single readings can be large; an effect the other way counts as inactive or inconclusive. Potency means the concentration at half of the fitted maximal effect.
# Sequence of screens – SMN2 splice enh	RECQ1 helicase	KDM4E inh	ALDH1A1 inh	TR SRC2 fluor cs	GoLoco inh red	TRb-SRC2 inh	LMNA splice mod
[1] CCOC(=O)N1CCN(Cc2nc3c(c(=O)n(C)c(=O)n3C)n2Cc2ccccc2C)CC1
 : 1%	5%	-4%	0.25µM*	-4%	3%	6%	11%
[2] CN1C(=O)CC(N2CCN(C(c3ccccc3)c3ccccc3)CC2)C1=O (stereo not given)
 : -4%	5%	-5%	-7%	-8%	6%	-4%	13%
[3] O=C(CNC(=O)c1cccs1)NC1=NCCS1
 : 8%	11%	-3%	1%	4%	-1%	-12%	-3%
[4] Cc1cc(N2C(=O)C3C4C=CC(C4)C3C2=O)ccc1Br (stereo not given)
 : 6%	-13%	-6%	3%	0%	2%	-9%	-8%
[5] NS(=O)(=O)c1ccc(NCc2c(F)cccc2Cl)cc1
 : -9%	-5%	-1%	-3%	-6%	10%	-4%	u
[6] COCCNc1nc2nonc2nc1N1CCCC1c1nccs1 (stereo not given)
 : x	i	0%	u	-2%[53 µM]	7%	-14%[53 µM]	x
[7] O=c1[nH]c(N2CCCCCC2)nc2ncn(Cc3ccccc3)c12
 : x	2%	6%	x	0%	-5%	-11%	x
[8] Cc1ccc(C#N)cc1
 : 5%	1%	x	32µM*	0%	9%	2%	x
[9] CC1CN(C2CCCCC2)c2nc3c(c(=O)n(C)c(=O)n3C)n2C1 (stereo not given)
 : -8%	-3%	-4%	-11%	2%	0%	-4%	4%
[10] CCN1CCN(c2cc(C)c3cc(NC(=S)N4CCOCC4)ccc3n2)CC1
 : 28%	-22%	u	u	1%	-2%	11%	x
[11] Cc1ccc(S(=O)(=O)N2CCN(CC(=O)N/N=C/c3ccc(C)o3)CC2)cc1
 : 6%	-4%	4%	u	1%	-1%	7%	-8%
[12] O=C(Nc1nc2ccccc2[nH]1)C12CC3CC(CC(C3)C1)C2
 : 14µM*	-10%	-1%	5%	-3%	5%	-4%	u
[13] Cc1cccc(OCC(=O)NNC(=O)c2ccc([N+](=O)[O-])cc2)c1
 : 5%	-12%	2%	3%	-11%	7%	1%	-17%[46 µM]
[14] Cc1cc(NC(=O)CSc2nc3ccccc3n2CCC#N)no1
 : 16%	-5%	-3%	6%	1%	5%	4%	-4%[46 µM]
[15] O=C(CN(CCc1ccccc1)C(=O)CNS(=O)(=O)c1ccccc1)NCC1CCCO1 (stereo not given)
 : -6%	-15%	3%	u	-2%	-1%	-21%	-15%
[16] CCOC(=O)N1CCc2[nH]c3ccc(C)cc3c2C1
 : -36%[inhibitor]	22%	4%	-2%	1%	-43%	-8%	u
[17] Cc1ccc(C(=O)NNC(=O)Cc2cccs2)cc1
 : x	0%	5%	8%	0%	x	2%	-8%
[18] COc1ccc(Cl)cc1NC(=O)COC(=O)/C=C/c1c(C)nn(C2CCS(=O)(=O)C2)c1Cl (stereo not given)
 : x	-5%	-4%	25µM*	-5%	x	3%	u
[19] Cc1ccc(N2CC(C(=O)N/N=C/c3cccc([N+](=O)[O-])c3)CC2=O)cc1 (stereo not given)
 : -6%	9%	2%	-14%	-4%	-4%	1%	-9%
[20] C/C(=N/NC(=O)CNC(=O)c1ccccc1F)c1ccc2c(c1)CCCC2
 : -7%	-1%	6%	11%	-2%	8%	2%	-22%[46 µM]
[21] Cc1ccc(C(C)NC(=O)Cn2nc(C)c([N+](=O)[O-])c2C)cc1 (stereo not given)
 : -14%	-1%	3%	4%	-4%	-2%	-1%	-12%
[22] CCN(CC)Cc1c(-c2ccccc2)[nH]c2ccc(C)cc2c1=O
 : -7%	89%[activator]	u	u	-1%	-9%	13%	-5%
[23] CC(C)(C)NC(=O)NC(=O)COC(=O)c1cccc(F)c1
 : -30%	-4%	6%	-2%	-3%	1%	0%	-12%
[24] CC1CCCCN1S(=O)(=O)c1ccc(S(=O)(=O)N(Cc2ccccc2)Cc2ccco2)cc1 (stereo not given)
 : -53%[inhibitor]	i	-5%	7.1µM*	-1%	0%	-1%	-10%
[25] Cc1ccc(C)c(SCC(=O)OCC(=O)c2ccco2)c1
 : 6%	-27%	-18%	u	-2%	1%	-23%	3%
[26] CCOC(=O)c1sc(NC(=O)c2cc3n(n2)C(C(F)(F)F)CC(c2ccccc2)N3)c(C(=O)OCC)c1C (stereo not given)
 : u	i	u	u	-2%	122%[activator]	-3%	1%
[27] O=C(c1cccc(F)c1)N1CCC2(CCCN(c3ccccn3)C2)CC1
 : -12%	-4%	x	u	x	1%	x	x
[28] COc1cc2c(cc1O)C(Cc1ccc(O)cc1)[N+](C)([O-])CC2 (stereo not given)
 : x	i	-29%	x	-2%	-5%	0%	x
[29] O=C(NCCC1=CCCCC1)C(=O)NCC(c1ccco1)N1CCN(c2ccccc2)CC1 (stereo not given)
 : 6%[1.84 µM]	-6%	6%	1%	0%	-3%	1%	-7%
[30] COc1ccc(CNc2oc(C)nc2C#N)cc1
 : 5%	-5%	-4%	-1%	-1%	8%	-14%	-8%
[31] O=C(CSc1nnnn1C1CCCCC1)N1CCN(C(=O)c2ccco2)CC1
 : x	-7%	u	u	5%	18%	1%	-44%[46 µM]
[32] CC(=O)N(\C=C/C=C/C=C1\Sc2ccccc2C1=O)c1ccccc1
 : -58%[inhibitor]	u	14µM*	18µM*	1%	254%[activator]	3%	-2%[46 µM]
[33] O=C(Nc1cccc(C(=O)O)c1)/C(=C/c1ccc([N+](=O)[O-])cc1)NC(=O)c1ccccc1
 : 5%	i	2%	4%	1%	3%	-5%	7%[46 µM]
[34] CCn1c(SCC(=O)NCc2ccc3c(c2)OCO3)nnc1-c1c[nH]c2ccccc12
 : -69%[inhibitor]	1%	9%	5%	0%	-2%	12%	u
[35] CC(CC(=O)Nc1nc2ccccc2[nH]1)c1ccccc1 (stereo not given)
 : u	-8%	1%	9%	-4%	11%	2%	-19%
[36] CCCc1ccc(-c2ccc(/C=C/C(=O)O)cc2)nc1
 : -70%[inhibitor]	0%	u	u	-1%	8%	0%	-1%
[37] COc1cccc(NC(=O)Nc2ccc3c(c2)nnn3C)c1
 : 18µM*	-2%	u	u	-1%	12%	7%	-8%
[38] CCN(CC)S(=O)(=O)c1ccc(C)c(NC(=O)CSc2nc3ccc(C)cc3[nH]2)c1
 : -14%	-4%	0%	-11%	-3%[53 µM]	10%	-3%[53 µM]	u
[39] COC(=O)Cn1c(=NC(=O)CSCC(=O)Nc2cc(C)on2)sc2ccccc21
 : x	i	-3%	x	-2%	6%	6%	x
[40] O=C(CNC(=S)N(CCCN1CCOCC1)Cc1cccs1)N1CCCCCC1
 : -6%	i	-1%	u	-3%	-10%	3%	12%[9.22 µM]
[41] Cn1c(=N)n(CC(O)c2ccco2)c2ccccc21 (stereo not given)
 : 9%	-19%	5%	4%	4%	1%	-2%	1%
[42] O=C(Nc1ccon1)c1ccc(N2CCCCC2)c([N+](=O)[O-])c1
 : 14µM*	-3%	-2%	13µM*	-7%	9%	-8%	x
[43] COCCCN1C(=O)C(O)=C(C(C)=O)C1c1ccccn1 (stereo not given)
 : 9%	-2%	-15%	11%	-4%	3%	-4%	4%
[44] N/C(=N\OC(=O)c1ccco1)c1ccccc1
 : 22µM*	-2%	7%	4%	-6%	1%	0%	-13%
[45] CN(C)S(=O)(=O)c1cccc(NC(=O)c2ccc3nccnc3c2)c1
 : x	-1%	0%	x	0%	33%[activator]	-1%	x
[46] COc1cc(O)c(C(CCN2CCCC2)c2ccc3c(c2)OCO3)c(OC)c1 (stereo not given)
 : x	10%	-17%	x	-2%&0%	5%	5%&2%	x
[47] c1ccc(CCSc2ncnc3nc[nH]c23)cc1
 : -7%	i	7%	0%	0%	0%	7%	u
[48] CC(=O)N1CCc2cc(S(=O)(=O)CCC(=O)N3CCc4ccccc4C3)ccc21
 : -16%	-6%	-5%	2%	0%	13%	-5%	14%
[49] CCCCNC(=O)CCC(=O)Nc1ccc2nc(N3CCN(C)CC3)cc(C)c2c1
 : 26%	-4%	u	u	-5%	-2%	-2%	u
[50] O=C(Nc1nnc(Cc2ccc(Cl)cc2)s1)C1CCCO1 (stereo not given)
 : 20%	-10%	-7%	14µM*	4%	-1%	7%	-2%[46 µM]
[51] Cc1ccc(NC(=O)CSc2ccc(C(N)=O)cc2[N+](=O)[O-])cc1C
 : 7%	i	2%	-8%	-6%	17%	4%	-15%[46 µM]
[52] CC(C)C(=O)Nc1sc2c(c1-c1nc3ccccc3[nH]1)CCCC2
 : 0%	-34%	u	u	-4%	16%	3%	5%
[53] CSc1nc(-c2ccc(C)cc2)nc(C(Cl)Cl)n1
 : 19%	-4%	7%	14%	1%	-3%	2%	u
[54] C=CCSc1nc(C)cc(C(=O)OCC)c1C#N
 : x	-6%	-4%	-10%	-5%	-3%	6%	x
[55] CCNc1sc(S(C)(=O)=O)nc1S(=O)(=O)c1ccc(Cl)cc1
 : x	0%	-17%	-8%	-10%	-7%	-4%	x
[56] COc1cc(/C=N/Nc2nc(Nc3ccccc3)nc(N3CCCCC3)n2)ccc1OCC(=O)O
 : 15%	0%	u	u	-14%	17%	0%	-1%[46 µM]
[57] O=c1[nH][nH]c(C(F)(F)F)c1/C=N/N1CCOCC1
 : -2%	i	-3%	u	-1%	2%	1%	u
[58] Cc1ccc(-c2cc(C(=O)Nc3nn[nH]n3)c3ccccc3n2)cc1
 : -10%	i	-14%	u	1%	8%	-8%	4%
[59] Cc1cc(C)nc(N2CCN(c3ncnc4c3oc3ccccc34)CC2)n1
 : 6%	i	2%	15%	0%	-5%	2%	2%
[60] C=CCNc1ncnc2sc(SC)nc12
 : x	-5%	-9%	9%	-2%	5%	3%	x
[61] CCNC(=S)NNC(=O)c1ccccc1OC(F)F
 : 11%	i	3%	10%	3%	5%	-15%	-6%
[62] C[C@H](NC[C@H](O)CP(=O)(O)Cc1ccccc1)c1ccc(Cl)c(Cl)c1
 : -8%	13%&6%	-5%	4%&2%	-2%&-1%	7%&-1%	-5%&1%	x

# A portion of the library; count on the stated rates, not on these rows.
